TcdB GH inh: TcdB glycohydrolase inhibitors, primary screen, biochemical, single point, plate reader. TcdB glycohydrolase enzymatic assay. hit rate 0.24% among 350,000. AID 652162, 2013. Toxin B (Clostridioides difficile), P18177. inhibition, % at 9.99 µM; in the data active means inhibition above about 10%
PfHsp40 yeast: rescue of yeast from PfHsp40 toxicity, primary screen, S. cerevisiae, ATP luminescence; S. cerevisiae expressing PfHsp40, growth rescue; growth rescue, % at 12.5 µM; hit rate 0.68% among 340,000; AID 504582, 2011; in the data active means growth rescue above about 28%, passing the limit was not always enough; inconclusive means no clear call, values can overlap the other calls;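 further: yeast W303a lacking pdr1 and pdr3 grown in galactose medium; growth measured after three days at 30 °C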
Anthrax LF inh2: Bacillus anthracis LF protease inhibitors, primary screen, biochemical, multiplex microsphere, MLPCN library | multiplex microsphere protease cleavage assay | inhibition, % at 10 µM | hit rate 0.12% among 360,000 | Lethal factor (Bacillus anthracis), P15917; further: plate controls were buffer without enzyme for full effect and enzyme alone for no effect
Target sequence (P15917 whole entry, looked up): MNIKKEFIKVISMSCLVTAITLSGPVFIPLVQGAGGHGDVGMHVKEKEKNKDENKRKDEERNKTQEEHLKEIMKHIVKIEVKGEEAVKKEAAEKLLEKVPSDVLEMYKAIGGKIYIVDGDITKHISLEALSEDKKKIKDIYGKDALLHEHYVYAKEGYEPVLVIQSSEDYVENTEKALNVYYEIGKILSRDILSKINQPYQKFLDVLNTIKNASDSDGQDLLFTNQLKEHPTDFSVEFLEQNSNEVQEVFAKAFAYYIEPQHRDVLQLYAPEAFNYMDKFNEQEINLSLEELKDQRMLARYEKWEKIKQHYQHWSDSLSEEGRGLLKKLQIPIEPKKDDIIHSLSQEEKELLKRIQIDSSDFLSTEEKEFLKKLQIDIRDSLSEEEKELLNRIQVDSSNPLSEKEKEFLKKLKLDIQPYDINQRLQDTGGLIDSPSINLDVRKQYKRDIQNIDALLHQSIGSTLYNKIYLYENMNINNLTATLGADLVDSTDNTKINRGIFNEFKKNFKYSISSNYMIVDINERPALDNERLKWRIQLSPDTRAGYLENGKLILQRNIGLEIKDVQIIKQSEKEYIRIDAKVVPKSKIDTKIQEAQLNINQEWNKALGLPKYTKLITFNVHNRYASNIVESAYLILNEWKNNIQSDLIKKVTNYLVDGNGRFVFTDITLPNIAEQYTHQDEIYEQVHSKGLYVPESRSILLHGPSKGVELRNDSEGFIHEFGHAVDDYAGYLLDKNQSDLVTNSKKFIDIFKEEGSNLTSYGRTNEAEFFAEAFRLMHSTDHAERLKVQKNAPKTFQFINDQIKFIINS
PriA SSB inh: inhibitors of Klebsiella pneumoniae PriA binding to SSB C-terminal tail, primary screen, biochemical, AlphaScreen; PriA–SSB C-terminal tail interaction (Klebsiella pneumoniae); AlphaScreen SSBct-PriA binding, biotinylated peptide; inhibition, % at 33 µM; hit rate 0.6% among 430,000; in the data active means inhibition mostly above about 37%, no sharp cut-off; inactive means mostly below about 20%;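 further: plate controls were negative control peptide for no effect and reference peptide for full effect; strong numbers were not always called active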
Vc quorum ag: inducers of Vibrio cholerae quorum light production without autoinducers, primary screen, BH1578 luxS cqsA deficient, single point; activation, % at 18.7 µM; hit rate 0.16% among 350,000; V. cholerae BH1578 lux reporter, luminescence, 6 h; in the data active means activation mostly above about 9.7%, no sharp cut-off; inconclusive means no clear call, values can overlap the other calls; inactive means mostly below about 3.7%; further: not every result past the cut was called active; inactives centre near 0; reference of the scale not given here
PrPC TRFRET: inhibitors of human cell surface prion protein PrPC, primary screen, cell-based, TR-FRET; AID 720596, 2013; inhibition, % at 13.8 µM; Major prion protein (Homo sapiens), P04156; hit rate 0.43% among 370,000; TR-FRET read-out; in the data active means inhibition above about 24%; further: 0% = median of the test wells and 100% = reference compound wells
BoNT A protease: BoNT/A light chain protease inhibitors, primary screen, biochemical, flow cytometry, MLPCN library. hit rate 0.17% among 360,000. Botulinum neurotoxin type A light chain protease (Clostridium botulinum A str. ATCC 3502). multiplex microsphere protease substrate cleavage. inhibition, % at 10 µM. AID 588499, 2011; further: plate controls were buffer without enzyme for full effect and enzyme alone for no effect
3CLpro inhibitor: SARS-CoV 3CLpro protease inhibitors, primary screen, biochemical, quenched FRET | recombinant SARS-CoV 3CLpro, quenched FRET peptide cleavage | hit rate 0.14% among 290,000 | inhibition, % at 6 µM | AID 1706, 2009; in the data active means inhibition above about 12%
Yp Topo-I inh: Yersinia pestis topoisomerase I inhibitors, primary screen, biochemical, cleavage product accumulation, plate reader, single point | DNA topoisomerase I (Yersinia pestis CO92) | Y. pestis Topo-I cleavage product accumulation | activity, % at 10 µM | hit rate 0.064% among 360,000 | AID 504884, 2011; in the data active means activity above about 50%, passing the limit was not always enough; inconclusive means no clear call, values can overlap the other calls; further: inactives centre near 2
* marks the source's active call; other numbers are inactive results; i = inactive; u = inconclusive; x = no result given; & = joins results of further samples. Unless noted, no stated cut-off is given here; in the data, active means inhibition above about 30%; inconclusive means no clear call, values can overlap the other calls; inactive means below that. The list is partial, so the mix of outcomes need not match the whole.

SMILES | TcdB GH inh | PfHsp40 yeast | Anthrax LF inh2 | PriA SSB inh | Vc quorum ag | PrPC TRFRET | BoNT A protease | 3CLpro inhibitor | Yp Topo-I inh
CCOc1ccc(-c2nnn(CC(=O)NCc3ccc(C)cc3)n2)cc1 | -0.4 | -1.0 | 0 | -2 | -0.2 | 0 | -0.9 | 3 | 21
CN(CC(=O)Nc1cccc(F)c1)C(=O)c1ccc2c(c1)CC(c1ccccc1)OC2=O (stereo not given) | -2.2 | -1.1 | 8 | 0 | i | -4 | -1.7 | x | 17
O=C(Cn1cnc2c(nnn2Cc2ccc(Cl)cc2)c1=O)N1CCN(c2ccccc2)CC1 | 2.3 | 0.1 | -5 | -6 | -0.4 | 1 | 0.9 | 9 | 11
Cc1ccc(NC(=O)N2CCc3ccccc3C2)cc1C | -0.8 | -0.5 | 0 | -3 | i | 3 | -2.0 | -1 | 2
CCC(C)Sc1nnc(NC(=O)c2ccco2)s1 (stereo not given) | -1.1 | 0.4 | 7 | 0 | -0.4 | 0 | -0.9 | -5 | -10
Cc1ccnc2nc(C(=O)OCC(=O)NCc3cccc(Cl)c3)nn12 | -1.1 | -0.1 | 4 | -4 | -0.4 | 2 | -0.4 | x | 4
CN(C(=O)N1CCN(c2ccccn2)CC1)c1ccccc1 | x | -1.5 | -2 | -3&-7 | -0.4 | 3 | -1.0 | 6 | 8
CCCN1CCN(CCCNC(=O)C2CCCN(c3nc4ccc(OCC)cc4s3)C2)CC1 (stereo not given) | x | -1.4 | 0 | -1 | -0.4 | 6 | u | -6 | 11
COc1ccc(/C(O)=C/c2nc3ccccc3n(-c3ccccc3)c2=O)cc1 | x | -0.2 | 5 | -16 | i | -9 | 2.5 | 0 | -7
CCNC(=O)Cc1ccc(Br)cc1 | x | -0.2 | -2 | -2 | i | -3 | -0.2 | 7 | -4
O=C(c1cccs1)N1C[C@H](O)[C@@H](n2cc(C3CC3)nn2)C[C@@H]1c1ccccc1 | -2.3 | x | -9 | x | -0.4 | 1 | -0.2 | x | 1
Oc1ccc(Br)cc1/C=N/n1cnc2ccccc21 | x | 0.1 | -2 | x | 12 | 5 | 3.5 | 8 | 7
O=C(N/N=C\c1ccc(Cl)s1)c1cccs1 | x | -0.2 | 0 | x | 1.3 | 1 | -0.8 | 2 | 0
Nc1nc(Nc2ccc(Cl)cc2)n[nH]1 | x | -1.3 | -1 | -3 | 0.3 | 2 | -0.5 | 3 | 0
CC(C)(C)c1ccc(S(=O)(=O)O/N=C2/CCCCC2c2ccc([N+](=O)[O-])cc2[N+](=O)[O-])cc1 (stereo not given) | x | -0.7 | -2 | x | -0.9 | -27 | -1.2 | -1 | 0

The closing four entries of the part before are carried over, then new ones follow:
SMILES | TcdB GH inh | PfHsp40 yeast | Anthrax LF inh2 | PriA SSB inh | Vc quorum ag | PrPC TRFRET | BoNT A protease | 3CLpro inhibitor | Yp Topo-I inh
Oc1ccc(Br)cc1/C=N/n1cnc2ccccc21 | x | 0.1 | -2 | x | 12 | 5 | 3.5 | 8 | 7
O=C(N/N=C\c1ccc(Cl)s1)c1cccs1 | x | -0.2 | 0 | x | 1.3 | 1 | -0.8 | 2 | 0
Nc1nc(Nc2ccc(Cl)cc2)n[nH]1 | x | -1.3 | -1 | -3 | 0.3 | 2 | -0.5 | 3 | 0
CC(C)(C)c1ccc(S(=O)(=O)O/N=C2/CCCCC2c2ccc([N+](=O)[O-])cc2[N+](=O)[O-])cc1 (stereo not given) | x | -0.7 | -2 | x | -0.9 | -27 | -1.2 | -1 | 0
O=C(O)CC(CC(=O)Nc1ccc(Oc2ccccc2)cc1)c1ccccc1 (stereo not given) | 0.9 | 0.3 | 3 | -7 | -0.3 | 3 | -1.1 | 2 | 0
O=C(NCCNC(=O)Nc1ccc(Cl)cc1)Nc1ccc(Cl)cc1 | -0.1 | 0.6 | 2 | -11 | x | -3 | -0.8 | x | 5
CCOC(=O)c1sc2nc(N3CCCC3)c3c(c2c1N)CC(C)(C)OC3 | x | 0.0 | 4 | -10 | -0.4 | 3 | -0.2 | -5 | 2
CCC1CCCCN1CCCNC(=O)c1ccc(CS(=O)(=O)c2ccccc2C)o1 (stereo not given) | 1.2 | -0.2 | -2 | 2 | 0.7 | -11 | -0.2 | -1 | -7
CCCOC(=O)c1ccc(N2C(=O)c3ccccc3C2=O)cc1 | x | -0.3 | 1 | 4 | -0.4 | -3 | 0.3 | 1 | 11
COC(=O)CSc1nc(C)c(Oc2ccccc2)c(=O)[nH]1 | x | -0.5 | 0 | -1 | -0.5 | -1 | 0.7 | -1 | -2
O=C(Nc1ccc(Br)cc1Cl)N1CCOCC1 | -0.4 | 0.6 | -1 | 1 | -0.2 | 1 | -0.1 | 3 | -5
Cc1[nH]c2ccc(Br)cc2c(=O)c1CN1CCOCC1 | x | -2.6 | -7 | 13 | -0.5 | 0 | 0.9 | -2 | 1
O=c1[nH]c(=O)n(CCO)c2nnn(Cc3ccccc3)c12 | x | -1.0 | 0 | -4 | i | 3 | 0.5 | 0 | 3
O=S(=O)(c1cccc(C(F)(F)F)c1)N1Cc2ccccc2-n2nncc2C1 | 1.0 | x | -2 | x | i | 8 | 0.0 | x | 0
COc1ccc2occ(C(=O)c3ccccc3)c2c1 | 1.5 | 1.7 | -3 | -56 | i | -5 | -0.4 | 0 | 0
CCCc1cc(=O)oc2cc(OCC(=O)NCCCn3ccnc3)ccc12 | -2.6 | 0.7 | -1 | 0 | -0.2 | 3 | -0.6 | -1 | 0
CC1CCN(C(=O)C2CCC(CNS(=O)(=O)c3ccc4c(c3)C(C)(C)C(=O)N4C)CC2)CC1 (stereo not given) | 0.3 | x | 4 | x | -0.4 | -2 | -0.5 | x | 12
Cc1c(O)nc2ccccn2c1=O | -0.3 | 0.2 | -5 | -8 | i | -2 | 0.2 | 2 | 2
CC1CCN(C(=O)c2ccc(NS(=O)(=O)c3cccc4cccnc34)cc2)CC1 | 1.1 | -0.2 | -4 | 2 | -0.6 | 4 | 0.5 | 0 | -1
O=C(O)C(Cc1c[nH]c2ccccc12)N1Cc2ccccc2C1=O (stereo not given) | 1.0 | -0.6 | -6 | -10 | -0.9 | -6 | -0.9 | 6 | -1
COc1cccc(C(=O)NCCSCc2c(F)cccc2Cl)c1 | 0.4 | 2.3 | 5 | -26 | -0.2 | -2 | -1.0 | 3 | 2
COc1ccc(S(=O)(=O)NC(C)C(=O)Nc2ccc3c(c2)OCCO3)cc1OC (stereo not given) | -5.0 | 0.2 | 2 | -7 | 0.1 | 0 | -3.7 | -4 | -2
O=C(Nc1ccccc1N1CCN(C(=O)c2ccccc2)CC1)c1cc(Br)ccc1Cl | x | -2.4 | 0 | -3 | -1.2 | -10 | -0.4 | 8 | -6
N#CC1=C(N)Oc2c(oc(CO)cc2=O)C1c1ccccc1[N+](=O)[O-] (stereo not given) | 0.6 | x | u | -3 | -0.6 | -3 | -2.3 | 0 | 0
CC(NC(=O)C[n+]1cccc(Br)c1)c1ccccc1 (stereo not given) | 0.8 | 0.2 | 19 | 5 | -18 | 0 | 2.0 | 2 | 6
C/C(=N/N1CCN(c2ccccc2)CC1)c1cccc([N+](=O)[O-])c1 | 0.5 | -1.1 | -1 | x | -0.8 | -2 | -0.5 | -1 | 13
CCCCC[C@@H]1CCCCC[C@H](O)C[C@H](O)[C@@H](O)/C=C/C(=O)O1 | 2.5 | x | 4 | x | x | -5 | -0.1 | x | x
CC(C(=O)Nc1ccc(S(=O)(=O)N2CCCC2)cc1)N1CCCC(C(N)=O)C1 (stereo not given) | 0.9 | 1.4 | 0 | -8 | -4.8 | -4 | -2.3 | x | 1
O=C(O)CSCC(=O)Nc1ccc(Br)c(C(F)(F)F)c1 | -0.1 | -0.4 | -16 | -1 | -0.3 | 1 | -3.1 | 5 | 1
O=[N+]([O-])c1ccccc1S(=O)(=O)NCc1ccco1 | 0.8 | -0.7 | -2 | 4 | -0.2 | -8 | -1.8 | -1 | 1
COC(=O)C1CSC2c3ccccc3C(=O)N12 (stereo not given) | 0.4 | 1.4 | 13 | -6 | -0.7 | 1 | -1.1 | x | -5
CNC(=O)/C(C#N)=C/c1c(N2CCN(C)CC2)nc2c(C)cccn2c1=O | -1.0 | 6.0 | 17 | -2 | -1.0 | 4 | 4.1 | 1 | 6
CCOC(=O)[C@@H]1[C@H]2COc3ccccc3[C@H]2N2C(=O)N(c3ccc(Cl)cc3)C(=O)[C@@]12C | x | 9.0 | -4 | 6 | i | x | -0.7 | 6 | 12
Cc1[nH]c2ccccc2c(=O)c1CN1CCCCCC1 | 3.0 | x | 7 | 1 | -1.2 | -7 | -2.4 | -6 | 3
COc1ccc(OC)c(Nc2ncnc3sc(-c4ccccc4)cc23)c1 | x | -0.8 | 0 | -4 | -0.2 | 4 | 0.9 | 0 | -6
O=C(CN1C(=O)CSC1=O)c1ccccc1 | x | -0.2 | 4 | 4&9 | i | 7 | 0.4 | -1 | -8
CCc1nnc(NC(=O)CN2CCN(c3cccc(OC)c3)CC2)s1 | x | 0.4 | -2 | -6 | i | 0 | 0.0 | -1 | -1
Cn1c2c(c(=O)n(C)c1=O)C(NC(=O)c1cccs1)(C(F)(F)F)C(=O)N2 (stereo not given) | x | 1.6 | 2 | 2 | -7.7 | 7 | -0.5 | 4 | 5
N=c1c(C(=O)NCc2ccc(F)cc2)cc2c(=O)n3ccccc3nc2n1Cc1ccco1 | x | 1.5 | 6 | 5 | -1.8 | -18 | 1.4 | -2 | 18
COc1cc(NS(=O)(=O)c2ccc(-c3ccc(=O)[nH]n3)o2)cc(OC)c1OC | 1.3 | -0.2 | 0 | -12 | -0.6 | -8 | 0.5 | -1 | -4
CC(C)(Oc1ccc(Cl)cc1)C(=O)Nc1ccc(S(=O)(=O)Nc2ncccn2)cc1 | 0.5 | 0.8 | 1 | -23 | -0.1 | 0 | 0.5 | 1 | -3
O=C(C1=C(O)C(=O)N(CC2CCCO2)C1c1ccccc1)c1ccco1 (stereo not given) | -0.6 | 0.1 | 10 | 0 | i | -2 | 0.5 | 0 | 2
CCOc1ccc(N(CC(=O)Nc2ccccc2C)S(=O)(=O)c2c(C)noc2C)cc1 | 0.3 | 2.0 | 7 | 1 | -0.5 | 2 | -0.2 | -3 | 1
O=C(Nc1ccn(-c2ccccc2)n1)c1ccc(Cl)cc1 | x | 4.3 | -1 | -9 | -0.4 | 14 | -0.4 | 6 | 6
Cc1ccc(C)c(NCc2n[nH]c(=S)n2-c2ccccc2)c1 | 2.8 | -0.7 | -3 | 11 | i | 7 | 0.1 | 6 | 4
CC(=O)NC(=S)NNC(=O)C(c1ccccc1)c1ccccc1 | 0.4 | 62* | -4 | -16 | 0.0 | 6 | -1.7 | 3 | -3
CC1CCCN(S(=O)(=O)c2ccc(S(=O)(=O)N3CCC4(CC3)OCCO4)cc2)C1 (stereo not given) | x | -0.5 | -1 | -1 | i | -2 | -0.4 | -2 | -4
Cc1oc2cc(O)ccc2c(=O)c1N1C(=O)c2ccccc2C1=O | x | -0.5 | -3 | 2 | i | -5 | 0.7 | 1 | 5

Screening results from PubChem BioAssay.
